PMI activator: phosphomannose isomerase (human) activation; purified human PMI, coupled resazurin fluorescence, 20 min; stronger effect = higher value; 1 = vehicle control, 0 substrate-free wells; actives 0.005% (n = 190,000); P34949; activation factor at 20 µM;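 active = activation factor of 2 or more at 20 µM, relative to plate controls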
TNAP inh noacc: inhibitors of human TNAP without phosphate acceptor; actives 0.26% (n = 200,000); purified TNAP, CDP-star luminescence, 30 min; inhibition, % at 20 µM; P05186;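 active = tissue-nonspecific alkaline phosphatase inhibition above about 50% at 20 µM in the single-dose screen, limit read from the data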;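 note: 0% = DMSO negative control and 100% = EDTA positive control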
Target sequence (P05186 whole entry, looked up): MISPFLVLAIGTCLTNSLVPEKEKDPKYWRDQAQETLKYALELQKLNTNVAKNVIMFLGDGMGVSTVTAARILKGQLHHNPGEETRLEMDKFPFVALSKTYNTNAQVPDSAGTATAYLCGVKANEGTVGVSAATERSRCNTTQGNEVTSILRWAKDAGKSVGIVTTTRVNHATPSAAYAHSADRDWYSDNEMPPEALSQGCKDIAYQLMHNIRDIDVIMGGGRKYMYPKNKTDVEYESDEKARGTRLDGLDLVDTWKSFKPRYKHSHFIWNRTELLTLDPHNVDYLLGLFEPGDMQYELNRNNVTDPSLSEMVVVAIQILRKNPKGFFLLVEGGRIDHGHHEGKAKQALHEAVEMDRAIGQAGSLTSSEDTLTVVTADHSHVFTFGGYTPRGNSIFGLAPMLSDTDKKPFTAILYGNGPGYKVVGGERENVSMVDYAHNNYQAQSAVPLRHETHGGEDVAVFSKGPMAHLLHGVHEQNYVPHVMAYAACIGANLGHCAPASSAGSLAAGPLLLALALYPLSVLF
TNAP act hiacc: increases human TNAP activity under high phosphate acceptor concentration; purified TNAP, CDP-star luminescence, 1 M DEA, 30 min; stronger effect = higher value; 0 = EDTA background, 1 = DMSO-only activity; AID 1136; 200,000 tested, under 10 active; activation factor at 20 µM; P05186;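 active = activation factor at least 2 at 20 µM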
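Dosing: 20 µM single point. System: human TNAP. Amount: TNAP 1/800 final. Incubation: 30 min, room temperature. Read-out: TNAP activation factor scaled between EDTA and DMSO control wells. Signal: luminescence from CDP-star hydrolysis. Medium: 1 M DEA, pH 9.8, Mg2+, Zn2+. Control set: EDTA negative control, DMSO positive control.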
TNAP inh hi DEA: blocks human TNAP under high phosphate acceptor concentration; purified TNAP, CDP-star luminescence, 1 M DEA; actives 0.03% (n = 200,000); inhibition, % at 20 µM; AID 1135;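 active = over 50% inhibition of tissue-nonspecific alkaline phosphatase at 20 µM in the single-dose screen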;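 note: plate controls were DMSO wells for no effect and EDTA-quenched wells as full inhibition for full effect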
Diaph act CS: activates diaphorase or chemically reduces, flagging diaphorase assay artifacts | activation factor at 20 µM | Diaphorase/resazurin coupled assay, resorufin fluorescence, 16 min; stronger effect = higher value; 1 = vehicle wells, 0 = NADH-free wells | AID 1229 | actives 0.005% (n = 190,000);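 active = diaphorase activity raised at least twofold by the compound at 20 µM; inactive = activation factor below 2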
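System – purified diaphorase enzyme from Clostridium kluyveri · Input – enzyme 0.07 U/mL final · Also added – final NADH 0.114 mM, resazurin 0.1 mM · Measured by – fluorescence of resorufin, 544 nm excitation, 590 nm emission · Timing – 16 min enzyme reaction, ambient temperature · Measure – resorufin increase flagging diaphorase activators or reducers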
G6PDH CS: counter-screen for G6PDH assay hits: L. mesenteroides G6PDH inhibition. Purified L. mesenteroides G6PDH, diaphorase/resazurin coupled fluorescence, 45 min. inhibition, % at 5 µM. actives 0.12% (n = 200,000). AID 1020; in the data active = inhibition above about 50%
PMI act hi M6P: increases human PMI activity with near-saturating mannose 6-phosphate; P34949; coupled PMI enzyme assay, resazurin fluorescence, 20 min; stronger effect = higher value; 1 = untreated enzyme, 0 = substrate-free blank; activation factor at 20 µM; actives 0.34% (n = 190,000); AID 1216;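 active = activation factor of 2 or more at 20 µM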
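Test system: human phosphomannose isomerase with PGI, G6PDH, diaphorase coupling enzymes / Doses: 20 µM compound, 1% DMSO / Times: enzyme reaction with compound 20 min at room temperature / Measured by: Diaphorase-driven resazurin-to-resorufin fluorescence, excitation 544, emission 590 nm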
Efa HMGR inh: E. faecalis class II HMG-CoA reductase inhibition. purified E. faecalis HMGR, NADPH absorbance 340 nm kinetic. inhibition, % at 10 µM. actives 0.41% (n = 190,000);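 active = inhibition above a set limit, the median over all tested compounds plus 3 SD, cut at about 9.5% in these data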;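 note: enzyme runs in reverse so mevalonate oxidation gives rising NADPH absorbance; 0% = complete reaction with DMSO and 100% = background rate lacking mevalonate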
FLuc stim CS: affects firefly luciferase, flagging false hits in luciferase stimulation screens | 200,000 tested, under 10 active | activation factor at 10 µM | ATPlite luciferase biochemical, luminescence, 10 min; 0 = ATP-free wells, 1 = DMSO control | P08659 | AID 1027;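 active = luciferase activation factor, scaled between plate controls, of at least 2 with compound at 10 µM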
Target sequence (P08659 whole entry, looked up): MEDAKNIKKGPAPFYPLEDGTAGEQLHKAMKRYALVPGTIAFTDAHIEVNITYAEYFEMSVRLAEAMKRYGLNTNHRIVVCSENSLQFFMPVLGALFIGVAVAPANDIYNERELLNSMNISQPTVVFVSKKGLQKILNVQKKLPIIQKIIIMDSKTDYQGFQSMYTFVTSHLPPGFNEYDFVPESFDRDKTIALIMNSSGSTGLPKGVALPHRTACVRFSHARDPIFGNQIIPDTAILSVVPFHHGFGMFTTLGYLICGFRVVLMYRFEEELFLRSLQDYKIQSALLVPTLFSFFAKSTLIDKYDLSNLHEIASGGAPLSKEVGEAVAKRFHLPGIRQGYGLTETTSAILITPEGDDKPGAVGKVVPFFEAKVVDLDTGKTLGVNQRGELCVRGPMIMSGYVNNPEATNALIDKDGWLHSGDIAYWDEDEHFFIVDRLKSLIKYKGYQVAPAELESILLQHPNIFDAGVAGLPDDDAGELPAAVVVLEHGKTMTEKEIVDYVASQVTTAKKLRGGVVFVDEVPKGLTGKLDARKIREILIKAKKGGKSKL
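test system = cell-free luciferase reagent | medium = PBS as buffer for the ATP substrate | dosing = test compounds dosed from 2 mM stocks in 100% DMSO | incubation = 10 min at ambient temperature | detection = luminescence measurement of luciferase light output | benchmarks = low control with PBS replacing ATP, high control enzyme plus ATP without compound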
Diaphorase inh: inhibits diaphorase or chemically oxidizes, flagging diaphorase assay artifacts; inhibition, % at 20 µM; diaphorase resazurin-to-resorufin fluorescence, NADH, 16 min; bacterial (C. kluyveri) enzyme, not human; actives 0.69% (n = 190,000);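 active = primary screen inhibition at 20 µM above a set limit, cut at about 50% in these data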;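 note: plate controls were DMSO with full reaction for no effect and wells lacking NADH for full effect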
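Test system: diaphorase enzyme from Clostridium kluyveri; amount: diaphorase at 0.14 U/mL in enzyme working solution; detection: fluorescence of resorufin formed from resazurin, Ex 544/Em 590 nm; times: reaction incubation of 16 min at room temperature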
An asterisk follows results filed as active; . = no result given. An unsorted share of the library (roughly 1.7% active in at least one column).

SMILES | PMI activator | TNAP inh noacc | TNAP act hiacc | TNAP inh hi DEA | Diaph act CS | G6PDH CS | PMI act hi M6P | Efa HMGR inh | FLuc stim CS | Diaphorase inh
Cc1ccc(C)c(OCc2nc(-c3cccnc3)no2)c1 | 0.9 | -9.7 | 1.1 | -6.8 | 0.8 | -1.5 | 0.9 | -2.2 | 1 | 19.0
C#CC(=O)N(c1cc(OC)ccc1OC)C(C(=O)NC1CCCC1)c1cccs1 (configuration not stated) | 1 | -7.3 | 1 | -1.3 | 0.9 | 7.3 | 1 | . | 1.1 | 5.9
CC1(C)CC(CC(=O)O)(c2ccccc2)CCO1 (configuration not stated) | 1.1 | 0.2 | 1.1 | -7.2 | 1 | 4.1 | 1.1 | -0.8 | 1.1 | -4.8
Cc1ccc(S(=O)(=O)/N=C(/NC(=S)Nc2ccccc2)c2ccccc2)cc1 | 0.9 | 6.3 | 1 | -0.9 | 0.9 | 8.6 | 1 | -2.4 | 0.9 | 7.4
CO/N=C\Cc1oc(=O)c(NC(=O)c2ccccc2)cc1C(=O)OC | 1.2 | -17.3 | 1 | -3.4 | 0.7 | -2.1 | 1.4 | 5.3 | 1.1 | 30.7
CCOc1ccc(C(O)Cc2nc3ccccc3n2C)cc1 (configuration not stated) | 0.9 | -3.6 | 1 | -0.4 | 0.8 | -0.9 | 0.8 | 0.1 | 1 | 20.6
Cc1cc(C)nc(SCC(=O)N2CCCCC2)n1 | 1.1 | -19.1 | 1.1 | -7.1 | 1 | 0.5 | 1 | -9.9 | 1.1 | -1.1
O=C(CCCn1c(=S)[nH]c2ccsc2c1=O)Nc1ccc2c(c1)OCO2 | 1.1 | -1.9 | 1 | 0.6 | 0.8 | 1.9 | 0.8 | 0.1 | 1 | 24.1
COc1ccc(-c2cc(C(F)(F)F)nc(SCC(=O)Nc3cc(C)on3)n2)cc1 | 0.9 | -10.3 | 1.1 | -5.8 | 0.9 | -2.3 | 0.9 | -11.4 | 1.1 | 13.3
CC1Cc2cc(/C(O)=C3\C(=O)C(=O)N(CCN4CCOCC4)C3c3ccccc3F)ccc2O1 (configuration not stated) | 1.1 | -8.6 | 1 | -3.4 | 0.9 | 3.3 | 1 | -0.7 | 1 | 13.7
Cc1ccc(OCCCCn2ccnc2C)c(C)c1 | 1 | -0.5 | 1 | -3.9 | 0.9 | 4.3 | 1.1 | 4.3 | 1.1 | 14.3
CSCCNC(=O)c1cccc(Cl)c1 | 0.9 | -8.5 | 1.1 | -7.0 | 0.9 | 11.0 | 1 | -6.0 | 1 | 14.4
Cc1ccccc1C(=O)NC(C)C(c1cccs1)N1CCOCC1 (configuration not stated) | 0.9 | -6.5 | 1 | -2.2 | 1 | -12.0 | 1 | -7.1 | 1.1 | 1.2
Cc1ccc(S(=O)(=O)N2CCC(C)CC2)cc1[N+](=O)[O-] | 0.9 | -4.5 | 1 | -2.9 | 1 | 13.0 | 0.9 | -2.3 | 1 | 2.7
CC(=O)c1ccc(N2CCN(S(=O)(=O)c3c(C)[nH]c(=O)[nH]c3=O)CC2)cc1 | 1 | -13.1 | 1 | -1.0 | 0.9 | -0.5 | 0.8 | 0.2 | 1 | 7.2
COC(=O)Nc1ccccc1C(=O)N1CCN(c2ccc(C)cc2)CC1 | 1.3 | 0.9 | 1 | -4.4 | 1.1 | 17.4 | 1.2 | -4.5 | 1 | -9.2
CCN(CC)C(C(=O)Nc1ccc(C(C)C)cc1)c1ccc2c(c1)OCO2 (configuration not stated) | 0.9 | -20.8 | 1.1 | -7.0 | 0.8 | 2.0 | 0.9 | -2.0 | 1.1 | 21.1
CCOC(=O)c1sc2nc(CC(=O)OC)nc(N(C)CCc3ccccn3)c2c1C | 1 | -9.5 | 1 | -2.2 | 1 | 2.3 | 1 | -3.7 | 1.1 | 4.5
Cn1c(Cn2nnc3ccccc32)nnc1SCC(N)=O | 0.9 | -7.9 | 1 | -4.6 | 1 | 2.4 | 1 | -1.9 | 1 | 4.9
CC(C)(C)c1cccc(OCCCSc2ncccn2)c1 | 0.9 | -8.2 | 1.1 | -5.5 | 0.8 | 5.0 | 0.9 | 0.9 | 1.1 | 20.6
Cn1nc(-c2ccccc2)c(CSc2cccc(Cl)c2)c1Cl | 0.8 | -5.9 | 1 | -3.9 | 0.7 | 3.0 | 0.9 | -6.7 | 1 | 25.5
Cc1ccc(CNC(=O)C2CC(c3ccc([N+](=O)[O-])cc3)=NO2)cc1 (configuration not stated) | 1.1 | -0.6 | 1 | -3.8 | 1 | 9.9 | 1.1 | -3.0 | 1 | -3.1
O=C1/C(=C/c2c[nH]c3ccccc23)CCC/C1=C\c1c[nH]c2ccccc12 | 1.2 | 34.9 | 1 | 2.4 | 0.8 | 16.7 | 1.2 | -1.8 | 1.1 | 17.5
CC(=O)c1cc2c(cc1NS(=O)(=O)c1ccc(C)cc1)OCCO2 | 0.9 | -13.3 | 1.1 | -8.2 | 0.9 | 2.6 | 0.9 | 1.4 | 1.1 | 13.4
O=C(CSc1nccc(=O)[nH]1)N1c2ccccc2CCc2ccccc21 | 1 | -18.9 | 1.1 | -8.5 | 0.8 | 3.4 | 1 | -2.9 | 1 | 21.7

(continued)
SMILES | PMI activator | TNAP inh noacc | TNAP act hiacc | TNAP inh hi DEA | Diaph act CS | G6PDH CS | PMI act hi M6P | Efa HMGR inh | FLuc stim CS | Diaphorase inh
COc1ccccc1/C=N/NC(=O)c1ccc(NC(=O)c2cccc([N+](=O)[O-])c2)cc1 | 1 | -8.2 | 1 | -3.6 | 1 | 2.0 | 1.1 | -3.9 | 1 | 0.6
COc1ccc(-c2nnc(SCC(=O)NC(=O)NCc3ccccc3)o2)cc1 | 1 | -7.1 | 1 | -3.8 | 1 | -0.7 | 1 | 0.5 | 1 | 1.0
CCCn1c2c(c(O)c(C(=O)Nc3ccc(OCC)cc3)c1=O)CCCC2 | 1 | -10.5 | 1.1 | -6.9 | 0.8 | -1.1 | 1 | -4.8 | 1 | 15.8
CC(=O)c1cccc(CN2CCCC(CCC(=O)NCc3ccc(C)o3)C2)c1 (configuration not stated) | 0.9 | -2.6 | 1 | -1.5 | 0.6 | 16.2 | 0.9 | 4.9 | 1 | 38.7
CC(=O)Nc1ccc(S(=O)(=O)Nc2ccc3c(c2)C(=O)OC3)cc1 | 1 | -2.5 | 1 | 2.4 | 1 | -0.2 | 1 | -1.9 | 1 | 2.4
CCOc1ccc2nnnn2n1 | 1.1 | -10.1 | 1.1 | -8.1 | 0.9 | 17.6 | 1.1 | -1.0 | 1.1 | 11.2
COc1cccc(Nc2nc(CC(C)=O)ns2)c1 | 1 | 17.6 | 1 | 0.0 | 0.9 | 11.5 | 1 | -5.4 | 1 | 8.2
O=C(Cc1ccccc1)NC(=S)Nc1ccc2oc(-c3ccccc3F)nc2c1 | 0.9 | -2.4 | 1 | -0.7 | 0.9 | -3.2 | 1 | -2.2 | 1 | 6.4
COc1cccc(CNC(=O)Cc2nc3nc(C)cc(C)n3n2)c1 | 1 | -7.6 | 1 | -3.3 | 1 | -11.4 | 1.1 | -0.4 | 1.1 | 0.0
COc1nccnc1NS(=O)(=O)c1ccc(NC(=S)NC(=O)/C=C/c2ccccc2)cc1 | 1 | -8.8 | 0.9 | 7.0 | 1 | 7.9 | 1.1 | 1.8 | 1 | -1.3
Cc1csc(N)n1 | 1.1 | -11.4 | 1 | -4.6 | 0.9 | 6.7 | 1.1 | -0.4 | 1.1 | 10.2
CC(C)(C)c1ccc(S(=O)(=O)NCC(=O)Nc2sc3c(c2C(N)=O)CCCC3)cc1 | 1 | -0.3 | 1 | 0.3 | 0.8 | 11.0 | 1 | 1.9 | 1.1 | 16.3
Cc1ccc(CNC(=O)CNC(=O)c2c(C)nn(C)c2Cl)cc1 | 1.1 | -7.3 | 1 | 2.7 | 1 | 7.7 | 1 | -2.7 | 1 | -4.3
CCCOc1ccc2ccccc2c1/C=N/n1cnnc1 | 0.9 | -7.6 | 1 | -2.1 | 0.9 | -15.1 | 0.9 | -4.2 | 1 | 14.7
COc1ccc2c(c1OC)CN(C)CCc1cc3c(cc1C(O)C2)OCO3 (configuration not stated) | 1.1 | -10.0 | 1 | -3.3 | 0.9 | 5.2 | 1.1 | -9.7 | 1 | 6.5
CC(=O)c1cccc(CN2CCCC(CCC(=O)NCc3ccc(F)c(F)c3)C2)c1 (configuration not stated) | 0.9 | -4.3 | 1 | -0.3 | 0.9 | 11.0 | 1 | -8.1 | 1 | 13.0
O=C(c1cc2ccccc2oc1=O)N(c1ccc(Cl)cc1)C1C=CS(=O)(=O)C1 (configuration not stated) | 0.9 | -0.5 | 1 | -0.2 | 0.8 | 4.6 | 0.9 | -6.9 | 1 | 17.3
O=c1cc(CSc2nnc3ccccn23)c2c(ccc3ccccc32)o1 | 1.2 | -0.5 | 1 | -1.6 | 0.8 | 0.1 | 1.8 | -1.8 | 1 | 23.1
Cc1ccccc1/C=N/N1CCN(c2ccccc2)CC1 | 1 | 4.0 | 0.9 | 5.5 | 0.9 | 0.5 | 1 | -6.5 | 0.9 | 7.5
COc1ccc(C2=NNC(c3cccnc3)=Nc3ccc(OC)cc32)cc1 | 1.1 | -1.4 | 1 | -2.9 | 1.2 | 10.9 | 1.1 | -2.9 | 1 | -16.8

Whole records as entered above. Order of screens: PMI activator	TNAP inh noacc	TNAP act hiacc	TNAP inh hi DEA	Diaph act CS	G6PDH CS	PMI act hi M6P	Efa HMGR inh	FLuc stim CS	Diaphorase inh
Listed for `Cn1c(Cn2nnc3ccccc32)nnc1SCC(N)=O` = 0.9	-7.9	1	-4.6	1	2.4	1	-1.9	1	4.9
Listed for `Cc1ccc(CNC(=O)CNC(=O)c2c(C)nn(C)c2Cl)cc1` = 1.1	-7.3	1	2.7	1	7.7	1	-2.7	1	-4.3
Listed for `CC1Cc2cc(/C(O)=C3\C(=O)C(=O)N(CCN4CCOCC4)C3c3ccccc3F)ccc2O1` (configuration not stated) = 1.1	-8.6	1	-3.4	0.9	3.3	1	-0.7	1	13.7
